A-T KAP1 phos – potential ataxia-telangiectasia treatments restoring KAP-1 phosphorylation | […] A-T fibroblasts, KAP-1 phosphorylation AlphaLISA; neocarzinostatin DNA damage 30 min before lysis | Potency, µM (top dose mostly 57.5 µM), without a hit: top-dose activation, actives largely listed as activators | 320,000 tested, 0.19% active | AID 485349; further: potency means the concentration at half of the fitted maximal effect; % of control where 0% means no effect; nearly all actives have a fitted effect of over 45% in size
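hTERT-immortalized A-T patient fibroblasts ([…]), 500 cells/well in OPTI-MEM, 1% FBS, got compounds for 60 min, then NCS for 30 min at 37C. Lysates were then assayed for phospho-KAP-1 by AlphaLISA (anti-pKAP1 donor, anti-KAP1 acceptor beads), 6 hr at 25C.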
TSHR antagonist – human thyrotropin receptor antagonism. AID 504810. activity change, negative = inhibition, % at 11.5 µM. P16473. TSHR-expressing cells, TSH-stimulated cAMP HTRF, 2 h; stronger effect = lower value. 330,000 tested, 0.2% active;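 active means activity change below a set negative limit, meaning inhibition stronger than a set level, cut at about -70% in these data; inconclusive means activity change between two set negative limits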; further: on the % scale 0 is the no-effect control and ±100 the full control effect
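TSHR-expressing cells were treated with compounds, then stimulated with TSH at EC80 (4nM final) for 2 hours at 37 deg C. Cellular cAMP was measured by HTRF competition between lysate cAMP and cAMP-d2 for a cryptate-labelled anti-cAMP antibody.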
Menin MLL FP TR – displaces Texas Red mutant MLL peptide from human menin | 270,000 tested, 0.23% active | Potency, µM (doses to about 61.6 µM), inactives show at the highest dose FP activity change, negative = inhibition, hits mostly inhibitors | O00255 | Menin + Texas Red MLL mutant peptide, fluorescence polarization; active means well fitted inhibition curve with a large enough effect in the polarisation, with a control signal flat, not every such curve was filed as active; inconclusive means small, poorly fitted or top-dose-only effect, or effect the other way, or a change in a side signal; inactive means no such curve, though single readings can be large or run the other way; the % refers to the polarisation; further: potency means the concentration at half of the fitted maximal effect; % of control where 0% means no effect; many of its hits are not listed in these tables
S-ASM inh – blocks human secretory acid sphingomyelinase; P17405; Potency, µM (top dose mostly 57.5 µM), inactives show at the highest dose activity change, negative = inhibition, most hits filed as inhibitors; placental ASM, HMU-PC fluorogenic substrate, 60 min; 340,000 tested, 0.006% active; AID 504937; further: potency means the concentration at half of the fitted maximal effect
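qHTS format. ASM enzyme prepared from human placenta hydrolyses the fluorogenic substrate HMU-PC0 (9 uM final) over 60 min at 37 °C after a 10 min compound preincubation.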
CXXC DNA block – inhibitors of human MLL CXXC domain-DNA interaction; Q03164; MLL-CXXC / FITC-HOXA9 DNA fluorescence polarization; Potency, µM (top dose mostly 115 µM), for inactives: at the top dose activity change, negative = inhibition, usual class: inhibitors; 290,000 tested, 0.037% active; AID 2662; active means well fitted inhibition curve with a large enough effect in the polarisation, with a control signal flat, not every such curve was filed as active; inconclusive means small, poorly fitted or top-dose-only effect, or effect the other way, or a change in a side signal; inactive means no such curve, though single readings can be large or run the other way; the % refers to the polarisation; further: potency means the concentration at half of the fitted maximal effect
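Steps: dispense CXXC domain solution (7 uM) → pin compounds or unlabeled HOX-A9 DNA control → 5 min ambient → add FLSN-HOX-A9 solution (50 nM) → spin → 30 min ambient → fluorescence polarization. Tris pH 7.5/NaCl/DTT/BSA buffer.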
MBNL1-CUG inh – inhibitors of human MBNL1 binding to CUG repeat RNA; Q9NR56; TR-FRET MBNL1-His/biotin-(CUG)12 binding, 665/545 ratio; Potency, µM (series often up to 57.5 µM), for inactives: at the top dose activity change, negative = inhibition, hits mostly inhibitors; 280,000 tested, 0.036% active; AID 2675; active means well fitted inhibition curve with a large enough effect in the signal ratio, with a control signal flat, not every such curve was filed as active; inconclusive means small, poorly fitted or top-dose-only effect, or effect the other way, or a change in a side signal; inactive means no such curve, though single readings can be large or run the other way; the % refers to the signal ratio; further: potency means the concentration at half of the fitted maximal effect; on the % scale 0 is the no-effect control and ±100 the full control effect
Target sequence (Q9NR56 whole entry, looked up): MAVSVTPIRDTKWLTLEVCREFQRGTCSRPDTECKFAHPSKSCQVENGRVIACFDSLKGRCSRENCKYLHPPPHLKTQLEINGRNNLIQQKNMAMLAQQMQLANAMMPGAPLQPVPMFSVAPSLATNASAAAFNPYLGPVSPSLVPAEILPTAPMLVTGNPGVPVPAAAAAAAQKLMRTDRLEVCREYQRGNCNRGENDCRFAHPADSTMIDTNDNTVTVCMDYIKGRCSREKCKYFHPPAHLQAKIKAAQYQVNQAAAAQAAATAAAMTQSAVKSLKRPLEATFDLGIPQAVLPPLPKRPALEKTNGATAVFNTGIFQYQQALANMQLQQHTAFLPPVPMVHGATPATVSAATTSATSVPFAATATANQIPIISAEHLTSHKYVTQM
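Compound titration spanned 92 nM–58 uM against the MBNL1-His/biotin-(CUG)12 complex. After 60 min at room temperature with 5 nM streptavidin-XL665 and 0.055 ng/ul terbium anti-His, ratiometric 665/545 nm emission (Ex 340 nm) normalized to controls.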
TCR activator – T cell receptor activation; primary human leukocytes, anti-CD3, IL-2 HTRF, 48 h; Potency, µM (titrated, usually from 9.22 µM), inactives show top-dose activation of IL-2 secretion, hits mostly activators; 330,000 tested, under 10 active; further: % of control where 0% means no effect
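TCR engagement came from a-CD3 beads alone, with compounds added to primary human leukocytes for 48 hr. Secreted IL-2 bridged europium cryptate- and d2-labelled anti-IL-2 antibodies, giving FRET emission at 665nm after 320nm excitation.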
PTAP TSG101 blk – blocks PTAP/TSG101 interaction to inhibit HIV-1 budding; Q99816; Fluorescence polarization, FITC-PTAP peptide / Tsg101 binding; Potency, µM (highest dose often 115 µM), for inactives: top-dose activity change, negative = inhibition, actives largely listed as inhibitors; 340,000 tested, under 10 active; active means well fitted inhibition curve with a large enough effect in the main read-out, with a control signal flat, not every such curve was filed as active; inconclusive means small, poorly fitted or top-dose-only effect, or effect the other way, or a change in a side signal; inactive means no such curve, though single readings can be large or run the other way; further: potency means the concentration at half of the fitted maximal effect; % of control where 0% means no effect
Target sequence (Q99816 whole entry, looked up): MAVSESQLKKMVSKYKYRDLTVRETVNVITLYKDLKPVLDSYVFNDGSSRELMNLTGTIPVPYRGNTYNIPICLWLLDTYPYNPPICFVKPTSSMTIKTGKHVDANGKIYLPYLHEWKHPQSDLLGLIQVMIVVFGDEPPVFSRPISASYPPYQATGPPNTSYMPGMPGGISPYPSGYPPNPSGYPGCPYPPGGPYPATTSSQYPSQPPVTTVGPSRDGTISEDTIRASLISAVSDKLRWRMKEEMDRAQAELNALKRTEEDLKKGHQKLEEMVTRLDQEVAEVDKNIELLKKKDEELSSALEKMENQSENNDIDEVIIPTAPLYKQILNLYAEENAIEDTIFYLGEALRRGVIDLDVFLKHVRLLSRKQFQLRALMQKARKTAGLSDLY
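FP read-out: FITC-PTAP peptide, 50 nM final, binding Tsg101 binding domain, 10 uM final; 20 min, r.t.; 10 mM HEPES pH 7.5, 0.15 M NaCl, 0.01% Tween 20, 3 mM EDTA, 0.1 mM TCEP.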
Mito fusion yeast – mitochondrial division inhibition or fusion activation; S. cerevisiae fusion-defective mutant growth rescue, CellTiterGlo 48 h; Potency, µM (doses to about 46.1 µM), for the others: at the highest dose growth rescue (activation), usual class: activators; 320,000 tested, 0.23% active;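 further: potency means the concentration at half of the fitted maximal effect; % of control where 0% means no effect; nearly all actives have a fitted effect of over 45% in size; temperature-sensitive fusion mutants such as fzo1-1 at 37 °C on non-fermentable ethanol glycerol medium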
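Growth-rescue viability read-out: after 48 h at the non-permissive 37C in glycerol/ethanol YPEG, yeast mitochondrial fusion mutants are measured by CellTiterGlo luminescence; compounds (23 nl pinned per well) restoring growth score as division inhibitors or fusion activators.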
Integrin act MD – integrin-mediated muscular dystrophy alleviation activation; alpha7betagal myoblasts, beta-gal FDG fluorescence, 48 h; Potency, µM (top dose mostly 38.3 µM), inactives show top-dose activation, usual class: activators; 350,000 tested, 0.064% active; AID 624291;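 further: potency means the concentration at half of the fitted maximal effect; 100% = response of the positive control SU9516; nearly all actives have a fitted effect of over 60% in size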
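alpha7betagal+/- myoblasts (passage 13, 250/well) treated 48 h at 37C with compounds at 1:260 dilution of DMSO stock. Lysed, then beta-galactosidase activity read as FDG fluorescence (ex 480/em 540) after 30 min, with pre-read for autofluorescence.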
Active calls of the source: *; ? = inconclusive; . = no result given; [ ] = another dose, or the depositor's remark. Unless noted, the call rests on the fitted dose curve; in most records, active means well fitted curve in the direction sought with a large enough effect; inconclusive means small, poorly fitted or top-dose-only effect, or another doubt; inactive means no such curve, though single readings can be large; an effect the other way counts as inactive or inconclusive.

No.	SMILES	A-T KAP1 phos	TSHR antagonist	Menin MLL FP TR	S-ASM inh	CXXC DNA block	MBNL1-CUG inh	TCR activator	PTAP TSG101 blk	Mito fusion yeast	Integrin act MD
1	O=C1C2C3C=CC(C2C(=O)N1c1ccccc1O)C1C2C(=O)N(c4ccccc4O)C(=O)C2C31 (centres undefined)	7%	-4	0%	3%	-9%	3%	7%	-1%	-5%	-13%
2	O=C(NC1CCOc2ccccc21)C1CCCC1 (centres undefined)	2%	-9	0%	1%	9%	5%	1%	1%	4%	0%
3	Cc1ccc(N2CC(C(=O)N/N=C/c3cccc([N+](=O)[O-])c3)CC2=O)cc1 (centres undefined)	0%	-6	15%	-10%	6%	?	3%	-2%	-4%	-7%
4	C=CCC(=O)N1CCCC(C(=O)c2ccc(Cl)cc2)C1 (centres undefined)	-1%	1	-17%	3%	-1%	-4%	-3%	-9%	2%	-1%
5	O=S(=O)(c1ccc(F)cc1)N1CCn2c(nc3ccccc32)C1	9%	27	-6%	2%	-4%	3%	-4%	0%	4%	-17%
6	CCN(CC(=O)NCc1cccs1)C(=O)c1ccc(N(C)S(=O)(=O)c2ccc(C)cc2)cc1	.	.	.	-6%	.	.	-8%	-1%	.	29%
7	Cc1nn(C(C)C(=O)NCCc2ccccc2)c(=O)c2cc3occc3n12 (centres undefined)	5%	-1	.	1%	-6%	1%	4%	0%	0%	?
8	O=C(O)c1cc(NCc2c(F)cccc2Cl)ccc1N1CCOCC1	-7%	11	-30%	9%	-3%	-2%	-2%	-3%	4%	-1%
9	O=C(Oc1ccc(Cl)cc1)N1CCCCC1	2%	8	-17%	2%	-5%	-2%	-3%	-4%	-7%	-54%[inhibitor][7.66 µM]
10	O=c1c2ccccc2cnn1-c1ccc(Br)cc1	4%	-8	?	-2%	5%	-6%	-1%	-1%	5%	-30%
11	Cc1cc(=O)n2c(C(=O)Nc3ccc(C)c(C)c3)c(C(=O)Nc3ccccc3)sc2n1	-4%	20	?	-11%	21%	0%	6%	2%	-3%	-18%
12	COc1ccccc1NC(=O)c1cc(=O)[nH]c2ccccc12	-3%	19	31%[activator]	2%	-7%	-2%	2%	0%	-2%	-10%
13	O=C(Cc1coc2cc3c(cc12)CCC3)NC1CCCCCCC1	8%	-13	?	-6%	-2%	1%	0%[46.1 µM]	?	16%	-30%
14	O=C(CN(C(=O)CNC(=O)c1ccco1)c1cccc(F)c1)NC1CCCCC1	-4%	1	.	2%	?	6%	1%	-12%	3%	1%
15	Cc1ccc(C(C(=O)NC2CCCC2)N(Cc2ccco2)C(=O)CCC(=O)Nc2cc(C)on2)cc1 (centres undefined)	.	-6	-14%	-2%	11%	13%	-5%[46.1 µM]	-4%	-1%	-9%
16	O=C(CSc1nc2ccccc2c(=O)n1Cc1ccc(F)cc1)NCc1cccs1	-1%	4	10%	-3%	7.9µM*	10%	-5%[46.1 µM]	-2%	2%	-9%
17	COc1cccc(/C=N/NC(=O)CC(C)O)c1OC/C=C/c1ccccc1 (centres undefined)	-2%	22	2%	3%	-3%	4%	-4%	.	14%	-32%
18	c1ccc2c(CNc3ccc(CNc4ncn[nH]4)cc3)cccc2c1	-5%	10	11%	-8%	7%	25%	1%[46.1 µM]	-1%	13%	-19%
19	CC1(C)CC(=O)c2sc(NC(=O)CN3C(=O)CCC3=O)nc2C1	1%	2	-7%	-1%	0%	12%	2%	-8%	1%	-4%
20	Cn1ccnc1SCC(=O)Nc1cccc2ccccc12	-11%	4	11%	-2%	15%	1%	3%	0%	-4%	27%[7.66 µM]
21	O=C(Nc1ccc(N2CCN(C(=O)c3ccccc3)CC2)cc1)c1ccc([N+](=O)[O-])o1	-2%	-29	?	-12%	25%	?	-2%	-4%	-16%	-57%[inhibitor]
22	CCOC(=O)N1CC(C)N(C(=S)Nc2ccccc2)CC1C (centres undefined)	.	.	.	2%	.	.	-3%	-8%	.	-20%
23	O=C(Nc1nccs1)c1ccc(S(=O)(=O)c2ccccc2)cc1	3%	0	5%	5%	-5%	2%	3%	-1%	-3%	19%
24	Cc1nnc(NC(=O)c2oc3ccccc3c2C)s1	1%	-2	.	1%	16%	25%	-2%	1%	0%	?
25	CCOC(=O)CSc1nnc(-c2ccccc2)c(-c2ccccc2)n1	-11%	-20	-16%	-11%	-1%	?	3%	6%	-11%	9%
26	O=C(Cc1ccccc1)N[C@@H](Cc1ccccc1)c1nc2ccccc2[nH]1	-2%	-1	10%	-3%	-24%	10%	-10%	-3%	1%	-3%
27	COc1ccc(-c2nnn(CC(=O)OC3CCCCC3)n2)cc1OC	3%	-23	-9%	-2%	-11%	-4%	.	0%	5%	-4%
28	CCOC(=O)C1=C(COC(=O)c2ccc([N+](=O)[O-])s2)NC(=O)NC1C (centres undefined)	-5%	.	.	-5%	.	.	.	-4%	.	-33%
29	CCOc1cc(C2NC(=O)NC(c3ccccc3)=C2C(C)=O)ccc1OCC(N)=O (centres undefined)	-6%	36	-1%	4%	3%	6%	-2%	-1%	-4%	27%
30	CSc1ccccc1NC(=O)c1cc(C(C)C)on1	-1%	-12	-5%	0%	26%	4%	.	-3%	1%	4%
31	COc1ccc(Cc2nnc(NC(=O)c3ccccc3F)s2)cc1	-8%	-2	5%	-2%	0%	2%	-10%	0%	-4%	-56%[inhibitor]
32	NC(=O)COC(=O)/C=C/c1ccc2ccccc2n1	-9%	4	8%	-3%	-5%	8%	5%	-2%	-2%	-37%[inhibitor]
33	O=C(c1ccccc1OCc1ccc(Cl)cc1)N1CCN(c2ccccn2)CC1	9%	-16	.	-3%	.	.	-3%	-13%	?	-22%
34	CS(=O)(=O)N(CC(=O)Nc1ccccc1-c1ccccc1)c1cccc(F)c1	6%	-2	-1%	-3%	5%	-3%	-4%	-8%	-27%	-8%
35	C=CCNC(=O)c1ccc(-c2nc(-c3ccc(Cl)cc3Cl)cs2)cc1	14%	26	?	1%	28%	-9%	-6%	-3%	2%	-17%
36	CN(NS(=O)(=O)c1ccccc1)c1nc2ccccc2nc1C(F)(F)F	-1%	4	-2%	-3%	7%	12%	-1%	-2%	10%	0%
37	Cc1ccc(S(=O)(=O)NCCSc2nnc(N)s2)cc1	-7%	15	-7%	4%	5%	5%	15%	-1%	-3%	31%
38	CC1(C)C=Cc2c(ccc3c2OC[C@@H](c2ccc(O)cc2O)C3)O1	.	.	.	-14%	.	.	-4%	3%	.	-15%
39	O=C1c2ccccc2C(=O)N1Cc1nn2c(-c3ccc(Cl)cc3)nnc2s1	5%	2	1%	-2%	-1%	4%	1%	-1%	-14%	-4%
40	COc1ccc(CCN2CC(C(=O)NCc3c(C)n[nH]c3C)CCC2=O)cc1 (centres undefined)	-2%	7	.	2%	-10%	4%	2%	.	0%	25%
41	O=Cc1c(Cl)[nH]c(=O)n1-c1ccccc1	-1%	0	47%[activator]	5%	8%	1%	3%	-5%	-2%	9%
42	CCOC(=O)C(NC(C)=O)C(OC(C)=O)c1cccc([N+](=O)[O-])c1 (centres undefined)	2%	4	8%	1%	4%	1%	-4%	-3%	5%	1%
43	S=C(Nc1ccc(Br)cc1)NC1CCN(Cc2ccccc2)CC1	-9%	6	17%	6%	?	-9%	-44%	-6%	-9%	-58%[inhibitor]
44	CCOC(=O)[C@@H]1[C@H]2COc3ccccc3[C@@H]2N2C(=O)N(c3cccc(F)c3)C(=O)[C@@]12C	1%	9	.	-5%	.	.	-12%	1%	.	5%
45	COc1cc2c(cc1NC(=O)COC(=O)C1CC(=O)N(Cc3ccco3)C1)oc1ccccc12 (centres undefined)	7%	-18	12%	-2%	1%	10%	2%	-6%	-3%	-10%

Only part of the results is shown; count on the stated rates, not on these rows.
